Bioassay records: PubChem BioAssay, several laboratories
Spn MK inh = inhibitors of Streptococcus pneumoniae mevalonate kinase. purified MK, PK/LDH-coupled NADH absorbance 340 nm. inhibition, % at 10 µM. 0.48% of 65,000 active. AID 555;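 active = ranked among the strongest by inhibition in the single 10 µM screen, a fixed top-ranked set picked for dose follow-up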; also: no value below 0 was filed
HPDE-C7K KRASV12 = viability loss of HPDE-C7K cells – cell-based, fluorescence, HTS, primary screen (AID 431) | 1.7% of 63,000 active | cytotoxicity, % at 10 µM, or EC50 in µM where a hit was titrated | HPDE-C7K KRASV12 cells, Alamar Blue viability, 48 h; higher % means a stronger effect;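 active = compounds whose percent cytotoxicity in the single-dose primary screen, scaled between solvent and toxic-drug controls, exceeds 50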;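 also: 0% = DMSO solvent wells and 100% = doxorubicin-treated wells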
Bfl-1 inhibitors = displacement of Bid BH3 peptide from Bfl-1 – biochemical, fluorescence polarization, FITC-Bid, mouse, primary screen (AID 432). FITC-Bid BH3 peptide fluorescence polarization displacement; higher % means a stronger effect. displacement, % at 20 µM, or IC50 in µM where a hit was titrated. 0.02% of 64,000 active; in the data active = a potency from the dose series; inactive = the rest, 99 in 100 with displacement below about 15%; also: strong numbers were not always called active
HPDE-C7 viability = HPDE-C7 pancreatic duct cell viability loss – fluorescence, HTS (AID 430); cytotoxicity, % at 10 µM; hits with a dose series show EC50 in µM; 1.8% of 63,000 active; HPDE-C7 pancreatic duct cells viability, fluorescence; higher % means a stronger effect;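 also: cells exposed to compound for 48 hours before viability readout; 0% = vehicle and 100% = reference cytotoxic drug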
LYP inhibition = LYP phosphatase inhibitors, primary screen, biochemical, DiFMUP fluorescence, recombinant catalytic domain, 10 µM (AID 606) | recombinant LYP catalytic domain, DiFMUP fluorescence; higher % means a stronger effect | one-dose inhibition, % at 10 µM; IC50 in µM for titrated hits | 52,000 tested, under 10 active;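 active = IC50 under 40 µM in the dose-response test; inactive = IC50 of 40 µM or more, or never dose-tested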
Alkaline phosphatase = human TNAP enzyme inhibitors, biochemical, luminescent (AID 518); purified TNAP enzyme, luminescent substrate readout; higher % means a stronger effect; inhibition, % at 20 µM; hits with a dose series show IC50 in µM; 0.09% of 64,000 active; in the data active = a potency from the dose series; inactive = the rest, 99 in 100 with inhibition below about 22%;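 also: plate controls were vehicle for no effect and reference inhibitor for full effect; many of its hits are not listed in these tables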
HT1080 cytotoxicity = cytotoxicity in HT1080 fibrosarcoma cells, cell-based, fluorescence readout (AID 620); HT1080 viability, fluorescence; higher % means a stronger effect; cytotoxicity, % at 10 µM, or EC50 in µM where a hit was titrated; 0.42% of 87,000 active;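 also: cells exposed to compound overnight then 4 h with Alamar Blue; 0% = vehicle DMSO and 100% = killing control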
DPM-DC inhibit = blocks S. pneumoniae diphosphomevalonate decarboxylase; purified DPM-DC, PK/LDH coupled NADH fluorescence; calls only at 10 µM; 0.49% of 65,000 active;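 active = the 320 compounds with the highest percent inhibition in the single-dose primary screen, excluding strongly autofluorescent ones, cut at about 32% in these data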;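 also: kinetic rate of NADH fluorescence loss reporting ADP formed by the decarboxylase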
Spn PMK inh = inhibitors of Streptococcus pneumoniae phosphomevalonate kinase; purified PMK, PK/LDH-coupled NADH absorbance 340 nm; inhibition, % at 10 µM; 0.49% of 65,000 active;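 active = top-ranked compounds by inhibition in the single 10 µM screen, taking a fixed number of the strongest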;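 also: 0% = full reaction with DMSO carrier and 100% = background rate without enzyme reaction; no value below 0 was filed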
Spn PMK inh pilot replicates = also measured in Spn PMK inh; calls as there; inhibition, %; measured here: pilot screen replicates
Spn MK inh pilot replicates = second read-out of Spn MK inh, no call of its own (marks repeat the call); inhibition, %; measured here: pilot screen replicates
DPM-DC inhibit pilot screen % = second read-out of DPM-DC inhibit, no call of its own (marks repeat the call); inhibition, %; measured here: pilot screen trials
Active calls of the source: *; i = inactive; . = not tested or not shown. Rule as the data show it, unless noted: active = cytotoxicity above about 50%; inactive = the rest.

SMILES	Spn MK inh	HPDE-C7K KRASV12	Bfl-1 inhibitors	HPDE-C7 viability	LYP inhibition	Alkaline phosphatase	HT1080 cytotoxicity	DPM-DC inhibit	Spn PMK inh	others
Cc1cc(C)c2c(N)c(C(=O)Nc3nccs3)sc2n1	4	-5%	-5%	5%	7%	-5%	.	.	6
CCOc1cc(C2C(C(=O)c3ccco3)=C(O)C(=O)N2CCc2ccccc2)ccc1O (stereo not drawn)	5	-2%	-2%	-4%	-6%	7%	-4%	i	0
O=C(CCN1C(=O)c2ccccc2C1=O)NCCC1=CCCCC1	0	1%	-11%	-4%	3%	8%	6%	i	11
CCOC(=O)c1cnc(SCc2nc(N)nc(Nc3ccc(F)cc3)n2)nc1N	11	5%	-10%	3%	9%	8%	-1%	i	5
Cn1nnc(NC(=O)c2ccc(C(C)(C)C)cc2)n1	0	-18%	-8%	-7%	.	12%	30%	i	9
CCC(C)NC(=O)COc1ccc(S(=O)(=O)N2CCOCC2)cc1 (stereo not drawn)	9	-12%	-8%	-14%	2%	8%	-3%	i	5
COc1ccc(-c2cc(C(=O)NCc3cccnc3)no2)cc1OC	4	20%	-7%	17%	11%	4%	0%	i	17
COCCNc1c(-c2ccc(O)cc2)nc2ccc(Cl)cn12	0	-6%	2%	-7%	.	3%	11%	i	0
CCOC(=O)N1CCC(N2Cc3cccc(C(=O)Nc4ccc(OC)c(OC)c4)c3C2=O)CC1	2	5%	4%	-3%	10%	10%	-3%	i	6
COc1cc2c(cc1OC)CN(C(=O)CCCN1C(=O)c3ccccc3C1=O)CC2	4	-11%	1%	-6%	-8%	11%	18%	i	6
COC(=O)c1c(NC(=O)CN2CCN(c3ccccc3OC)CC2)c2c(C)cccc2n1C	7	0%	1%	1%	7%	8%	8%	i	3
CCCC(=O)C1=C(O)C(C(=O)OC)C(C)(C)CC1=Nc1ccncc1 (stereo not drawn)	6	-12%	-12%	-1%	.	4%	10%	i	13

Some of these compounds in order of molecular weight, highest first:
SMILES	Spn MK inh	HPDE-C7K KRASV12	Bfl-1 inhibitors	HPDE-C7 viability	LYP inhibition	Alkaline phosphatase	HT1080 cytotoxicity	DPM-DC inhibit	Spn PMK inh	others
CCOC(=O)c1cnc(SCc2nc(N)nc(Nc3ccc(F)cc3)n2)nc1N	11	5%	-10%	3%	9%	8%	-1%	i	5
COc1cc2c(cc1OC)CN(C(=O)CCCN1C(=O)c3ccccc3C1=O)CC2	4	-11%	1%	-6%	-8%	11%	18%	i	6
Cc1cc(C)c2c(N)c(C(=O)Nc3nccs3)sc2n1	4	-5%	-5%	5%	7%	-5%	.	.	6

Back to the main list; the 3 compounds before the break are reprinted first.
SMILES	Spn MK inh	HPDE-C7K KRASV12	Bfl-1 inhibitors	HPDE-C7 viability	LYP inhibition	Alkaline phosphatase	HT1080 cytotoxicity	DPM-DC inhibit	Spn PMK inh	others
COc1cc2c(cc1OC)CN(C(=O)CCCN1C(=O)c3ccccc3C1=O)CC2	4	-11%	1%	-6%	-8%	11%	18%	i	6
COC(=O)c1c(NC(=O)CN2CCN(c3ccccc3OC)CC2)c2c(C)cccc2n1C	7	0%	1%	1%	7%	8%	8%	i	3
CCCC(=O)C1=C(O)C(C(=O)OC)C(C)(C)CC1=Nc1ccncc1 (stereo not drawn)	6	-12%	-12%	-1%	.	4%	10%	i	13
CC(=O)c1cccc(NC(=O)c2cc3ccccn3n2)c1	8	5%	3%	-4%	7%	10%	6%	i	4
COCCn1c(=NC(=O)CSCC(=O)Nc2cc(C)on2)sc2cc(C(=O)OC)ccc21	2	.	.	.	6%	.	13%	i	9
CCc1nnc(NC(=O)C2CCCN2C(=O)Nc2ccccc2OC)s1 (stereo not drawn)	0	-3%	-10%	-9%	16%	7%	-1%	i	9
COC(=O)c1cc2ccsc2n1CC(=O)NCC1CCCO1 (stereo not drawn)	3	-3%	2%	7%	-2%	2%	-4%	i	7
CCCCn1c(CNC(=O)c2cccs2)nc2ccccc21	4	-18%	-1%	-31%	3%	2%	0%	i	0
O=C(Nc1c(C(=O)N2CCOCC2)cnn1-c1ccccc1)c1ccccc1	0	5%	-9%	-3%	1%	10%	-5%	i	14
CCCn1c(C(O)c2ccc3c(c2)OCO3)nc2ccccc21 (stereo not drawn)	8	6%	6%	-6%	9%	5%	1%	i	0
O=C(OCC(=O)N1CCCCCC1)c1cccs1	2	-6%	-2%	0%	-1%	10%	5%	i	16	Spn PMK inh pilot replicates=3.5;Spn MK inh pilot replicates=9.0;DPM-DC inhibit pilot screen %=1.5
CN1C(=O)C(=C2CCCCCC2)SC1=S	12	8%	-2%	-4%	17%	12%	-2%	i	16
CCOC(=O)C1CCCN(C(=O)c2cn(C)c3ccc(S(=O)(=O)N(C)C)cc3c2=O)C1 (stereo not drawn)	1	-7%	-2%	-8%	0%	7%	-10%	i	8
CCC(CC)C(=O)NCCc1cc2ccc(OC)cc2[nH]c1=O	9	4%	0%	-12%	8%	7%	5%	i	18
O=C(COC(=O)CCc1c[nH]c(=O)[nH]1)Nc1ccccc1	0	3%	-4%	8%	.	13%	.	i	25*
O=C(CSc1nnc(-c2cccnc2)n1-c1ccccc1)Nc1ccc2c(c1)OCO2	16	-22%	13%	-15%	16%	-4%	4%	i	8
COc1ccc(NC(=O)CCCNS(=O)(=O)c2cccs2)cc1	6	-10%	-4%	-7%	.	6%	-6%	i	4
CCn1ncc(Br)c1C(=O)N(C)C12CC3CC(CC(C3)C1)C2	5	-6%	5%	-16%	11%	-1%	16%	i	10
Cn1c(CCN2CCCCCC2)nc2cc(NC(=O)Nc3ccccc3)ccc21	13	.	1%	.	10%	-24%	-2%	i	3
CC1(C)CC(=O)C2=C(C1)NCN(CCCN1CCOCC1)C2	12	-13%	-6%	-9%	-3%	8%	-11%	i	3
O=C(O)c1cnc2ccccc2n1	7	7%	-3%	-8%	24%	2%	11%	i	19
COc1ccc(C(=O)N2c3ccccc3CC2C)cc1OC (stereo not drawn)	4	6%	5%	-6%	21%	2%	2%	i	1
COc1ccccc1CNC(=O)CS(=O)Cc1nc(-c2ccccc2C)oc1C (stereo not drawn)	10	-14%	-2%	-10%	.	1%	2%	i	11
Cc1ccc(C)n1-c1cccc(C(=O)O)c1	6	-3%	15%	-12%	8%	12%	-1%	i	2
CC1CN(C(=O)c2cccs2)CCN1C(=O)c1cccs1 (stereo not drawn)	0	-1%	0%	-1%	10%	17%	-7%	i	13
O=C(Nn1c(-c2ccccc2)nc2ccccc2c1=O)c1ccco1	13	-6%	-11%	-7%	18%	7%	0%	i	8
O=C(CN(C1CCCCC1)S(=O)(=O)c1ccc(Cl)cc1)NCc1ccncc1	3	-16%	-8%	-9%	2%	6%	-3%	i	7
COC(=O)C1=C(C)N=C2SC(C)C(=O)N2C1c1cccc(F)c1 (stereo not drawn)	0	9%	2%	4%	-7%	7%	-7%	i	0
CCN(CC)c1ccc(/C=N/n2nnnc2N)c(O)c1	13	11%	1%	-3%	1%	12%	18%	i	0	Spn PMK inh pilot replicates=0.0;Spn MK inh pilot replicates=0.5;DPM-DC inhibit pilot screen %=10
CCOc1cc(Br)c(C(=O)O)cc1OCC	13	-5%	-2%	-2%	13%	1%	-9%	i	6
O=c1nc2scc(-c3ccccc3)n2c2ccccc12	2	-6%	-2%	-6%	.	10%	4%	i	3
COc1cccc(CN(C)CC(=O)NC(=O)NCc2ccco2)c1	0	-10%	-4%	-23%	-4%	13%	3%	i	16	Spn PMK inh pilot replicates=0.5;Spn MK inh pilot replicates=2.0;DPM-DC inhibit pilot screen %=2.0
Cc1cccc(C2Nc3ccccc3C(=O)N2CCc2ccccc2)n1 (stereo not drawn)	7	-6%	-7%	-6%	1%	12%	10%	.	7
CCN(CC)C(=O)CSC1=Nc2ccccc2C2=NC(Cc3c[nH]c4ccccc34)C(=O)N12 (stereo not drawn)	23	3%	7%	-6%	13%	8%	4%	i	5
CCn1c2ccccc2c2nn(C)c(=N)nc21	6	14%	4%	0%	-5%	9%	-2%	i	7
CC(=O)c1cc2c(cc1NC(=O)CN1CCCCC1C)OCO2 (stereo not drawn)	20	-5%	-2%	-24%	13%	4%	1%	i	13
CN1C(=O)CSc2ccc(NC(=O)N3CCOCC3)cc21	8	-14%	-1%	-15%	-1%	6%	.	i	0
CCOC(=O)C1CCN(C(=O)c2cccc(Cl)c2)CC1	1	0%	2%	4%	-3%	5%	2%	i	4
CCOC(=O)c1c(C)n(C)c2ccc(OCC(O)Cn3c(C)nc4ccccc43)cc12 (stereo not drawn)	4	.	.	.	13%	.	36%	i	7

Random excerpt: 7 records from the list.
SMILES	Spn MK inh	HPDE-C7K KRASV12	Bfl-1 inhibitors	HPDE-C7 viability	LYP inhibition	Alkaline phosphatase	HT1080 cytotoxicity	DPM-DC inhibit	Spn PMK inh	others
CN1C(=O)CSc2ccc(NC(=O)N3CCOCC3)cc21	8	-14%	-1%	-15%	-1%	6%	.	i	0
O=C(CN(C1CCCCC1)S(=O)(=O)c1ccc(Cl)cc1)NCc1ccncc1	3	-16%	-8%	-9%	2%	6%	-3%	i	7
O=c1nc2scc(-c3ccccc3)n2c2ccccc12	2	-6%	-2%	-6%	.	10%	4%	i	3
CCOC(=O)C1CCCN(C(=O)c2cn(C)c3ccc(S(=O)(=O)N(C)C)cc3c2=O)C1 (stereo not drawn)	1	-7%	-2%	-8%	0%	7%	-10%	i	8
O=C(OCC(=O)N1CCCCCC1)c1cccs1	2	-6%	-2%	0%	-1%	10%	5%	i	16	Spn PMK inh pilot replicates=3.5;Spn MK inh pilot replicates=9.0;DPM-DC inhibit pilot screen %=1.5
COc1ccccc1CNC(=O)CS(=O)Cc1nc(-c2ccccc2C)oc1C (stereo not drawn)	10	-14%	-2%	-10%	.	1%	2%	i	11
Cc1cccc(C2Nc3ccccc3C(=O)N2CCc2ccccc2)n1 (stereo not drawn)	7	-6%	-7%	-6%	1%	12%	10%	.	7

Remaining list, next part:
SMILES	Spn MK inh	HPDE-C7K KRASV12	Bfl-1 inhibitors	HPDE-C7 viability	LYP inhibition	Alkaline phosphatase	HT1080 cytotoxicity	DPM-DC inhibit	Spn PMK inh	others
Cc1nc2ncnn2c(C)c1CCC(=O)Oc1ccccc1	6	2%	-3%	6%	8%	6%	1%	i	16
C=CCn1c(NCc2cc(C)ccc2O)nc2ccccc21	2	-1%	7%	-3%	2%	1%	6%	i	0
COc1ccc2oc(=O)c(C(=O)N3CCc4ccccc43)cc2c1	0	-11%	-7%	-6%	-24%	6%	-2%	i	21
Cc1ccccc1OCC(O)Cn1c(NCCN(C)C)nc2c1c(=O)n(C)c(=O)n2C (stereo not drawn)	6	6%	0%	3%	0%	15%	12%	i	9
O=C(c1ccc(-c2ccccc2)cc1)N1CCN(Cc2ccccn2)CC1	6	3%	-3%	3%	-7%	9%	-6%	i	10
CCC(Oc1ccccc1)C(=O)N1CC(C)CC(C)C1 (stereo not drawn)	6	-13%	-4%	-3%	-7%	5%	-2%	i	4
